# From PubChem
# NCI-60 one-dose screen, 48 h, at 10 µM unless noted. Numbers give growth in % (100 = growth as untreated, 0 = no growth, -100 = all killed).
# EKVX: EKVX NSCLC. hit rate 3% among 71,000
# RPMI-8226: RPMI-8226 leukemia cells. hit rate 7.5% among 77,000
# CCRF-CEM: CCRF-CEM leukemia. hit rate 7% among 77,000. AID 1794778
# M14: M14 melanoma; hit rate 6.2% among 80,000
# MOLT-4: MOLT-4 leukemia cells. hit rate 6.9% among 80,000
# HOP-92: HOP-92 NSCLC cells; hit rate 6.3% among 71,000; AID 1794738
# A549/ATCC: A549/ATCC NSCLC; hit rate 3.7% among 81,000; AID 1794740
# HOP-62: HOP-62 NSCLC; hit rate 3.9% among 80,000
# Numbers without * were called inactive; nt = no result given; & = joins results of further samples; [ ] = another dose, or the depositor's remark. The calls were made as follows: active = growth percent below 10; inactive = the rest.
SMILES,EKVX,RPMI-8226,CCRF-CEM,M14,MOLT-4,HOP-92,A549/ATCC,HOP-62
Cc1cc(=O)oc2cc(OCCCCOc3ccc(/C=C/C(=O)Nc4cccc(Cl)c4)cc3)ccc12,71,58,83,72,81,51,55,55
COc1ccc(/C=N/C2=C(C#N)C(c3ccco3)c3ccc4ccccc4c3O2)cc1 (centres undefined),91,99,107,102,100,103,108,101
COc1cccc2c1C(=O)c1c(O)c3c(c(O)c1C2=O)CC(O)(/C(C)=N/NC(=O)CCCCC(=O)N/N=C(\C)C1(O)Cc2c(O)c4c(c(O)c2C(OC2CC(N)C(O)C(C)O2)C1)C(=O)c1c(OC)cccc1C4=O)CC3OC1CC(N)C(O)C(C)O1 (centres undefined),-16*[5 µM],-66*[5 µM],-26*[5 µM],-57*[5 µM],-47*[5 µM],-51*[5 µM],-22*[5 µM],-1.2*[5 µM]
COc1ccc(/C=C2\COc3ccc(O)cc3C2=O)c(OC)c1,70,nt,5.0*,nt,37,80,52,56
Cc1ccc(-c2nc(C#N)c(S(=O)(=O)n3nc(-c4ccccc4)cc3N)o2)cc1,99,83,4.2*,83,1.2*,89,94,88
CCOC(=O)C(CC)(C(=O)OCC)C(C)CC (centres undefined),nt,nt,100,99,96,130,104,97
O=C(c1ccco1)N1CCN(C(=O)c2ccco2)CC1,nt,94,nt,105,98,nt,95,99
COc1cc2c(cc1N)-c1ccc(N)cc1C2,89,99,96,108,98,107,101,100
CCCCN(CCCC)C(=O)C=C(C)C,104,93,98,97,97,106,90,100
COc1cc2c(cc1OCCCCN1CCN(C(=S)SCCC(C#N)(c3ccccc3)c3ccccc3)CC1)N=C[C@@H]1CCCN1C2=O,-95*,-18*,-20*,-30*,-13*,-72*,-32*,7.7*
COc1ccc(-n2nnc3c4nc(-c5cc(OC)c(OC)c(OC)c5)oc(=O)c4c(C)nc32)cc1,103,103,99,103,106,107,107,nt
CCCCCCCCCCCCNC(=S)N/N=C/c1ccc(OC)c(OC)c1,107,99,88,107,85,129,99,113
Cc1noc(NS(=O)(=O)c2ccc(NC(=S)/N=C/C(C(=O)c3ccccc3)=C(\O)c3ccccc3)cc2)c1C,104,102,103,96,96,84,98,104
C=C[C@@]1(C)C=C2CC[C@H]3[C@@](C)(CCC[C@]3(C)C=O)[C@@H]2CC1,87,112,107,104,119,89,100,100
O=C(CSc1nnc(-c2ccc3nc(-c4ccccc4)[nH]c3c2)o1)Nc1ccc(C(=O)/C=C/c2ccc(Cl)cc2)cc1,105,88,101,nt,93,120,106,103
Clc1ccc(C2CCCCC2)cc1,100,103,102,107,101,98,94,103
O=C1CC2OC3c4ccccc4N4C(=O)COC24C3C1 (centres undefined),103,97,97,103,103,97,100,107
CCCCCCCc1c(C)[nH]c2cc(OC)ccc2c1=O,94,90,99,102,76,74,98,103
COc1cc(/C=C2\S/C(=N/c3nnc(C)s3)NC2=O)ccc1O,77,84,89,82,84,84,90,76
O=C(O)c1c(F)c(F)c(F)c(F)c1Cl,92,98,105,89,107,92,103,100
CCCCCCCCCCCCCCCCCCCC(=O)NCCc1c[nH]c2ccc(OC(=O)NOCCOCCOCCOCCOCCOCCOCCOCCOCCOCCOCCOCCOCCOCCOCCOCCOCCOCCOCCOCCOCCOCCOC)cc12,36,-29*,nt,-19*,-12*,-18*,8.5*,-31*
Nc1nnc(-c2ccccc2O)cc1N1CCN(C(=O)CCOCCOc2cccc3c2C(=O)N(C2CCC(=O)NC2=O)C3=O)CC1 (centres undefined),103[1 µM],105[1 µM],105[1 µM],98[1 µM],102[1 µM],103[1 µM],102[1 µM],93[1 µM]
CC(C)=N/N=C1/NC(=O)C(c2ccc(Cl)cc2)S1 (centres undefined),109,108,88,107,95,nt,104,107
C=CCn1c(C)nc2ccc(Nc3nc(Nc4ccc5nc(C)n(CC=C)c5c4)c4ccccc4n3)cc21,2.6*,-43*,-21*,-88*,-45*,43,-83*,-61*
C#CCOc1cc(N(CC)CC)ccc1C(C(=O)NC(C)(C)C)N(C(=O)C1CCc2cc(F)ccc2O1)c1ccc(Cl)cc1 (centres undefined),54,42,63,69,16,78,60,73
# Next entries follow:
SMILES,EKVX,RPMI-8226,CCRF-CEM,M14,MOLT-4,HOP-92,A549/ATCC,HOP-62
CC(=O)c1ccc(NC(=O)CSc2nnc(-c3ccc(-c4nc5ccc(Cl)cc5[nH]4)cc3)o2)cc1,93,68,64,99,52,67,100,106
CCCCCCCCCCCCCCCCS(=O)(=O)Nc1cc(C(=O)NN)cc(C(=O)NN)c1,47,68,34,88,21,92,92,76
Cc1cccc(Cc2nc3ccccc3[nH]2)c1,103,125,115,115,105,80,105,102
Cn1c(=O)c2c(ncn2CCC(=O)Nc2ccc(S(=O)(=O)Nc3ncccn3)cc2)n(C)c1=O,103,107,118,115,105,95,95,104
COC(=O)c1ccc(Cl)c(NN)c1,88,108,104,109,86,88,95,106
Cc1ccc(NC2OC(=O)c3ccccc32)cc1 (centres undefined),100,114,101,108,nt,103,87,90
CCC(C(=O)O)C(=O)O,nt,109,94,96,92,94,101,91
Nc1nc2c(s1)C(c1cccnc1)CC(=O)N2 (centres undefined),104,98,91,119,92,106,106,95
CN(C)CCOc1ccc(C(=O)C2[C@H](c3ccc(Cl)cc3)[C@@H](c3ccccc3)NC23C(=O)Nc2ccc(Cl)cc23)cc1 (some centres undefined),-94*,-44*,-65*,-90*,-77*,-90*,-78*,-83*
CC(=O)CCC1CC(=O)OC1(C)C (centres undefined),109&99,108&96,108&97,107&95,108&90,107&88,97&92,101&92
COc1ccc(/C(C)=N/Nc2ncc(-c3cc(O)c(C)c(C)c3O)s2)cc1,89,47,nt,91,30,99,78,104
Cc1cc(Cl)ccc1Nc1nc(C(F)(F)F)ccc1C(=O)N/N=C/c1ccc([N+](=O)[O-])cc1,-8.4*,-73*,-13*,27,-5.8*,-32*,-15*,-34*
CC(=O)OC[C@H]1O[C@@H](OC(C)=O)[C@H](N2C(C(C)=O)=NN(c3ccc(Br)cc3)C2c2ccc(C)cc2)[C@@H](OC(C)=O)[C@@H]1OC(C)=O (some centres undefined),48,35,80,80,42,52,49,74
CC(C)=CC/C=C(/C)[C@H]1CC[C@]2(C)[C@@H]1CC[C@@H]1[C@@]3(C)C/C(=C/c4ccccc4)C(=O)C(C)(C)[C@@H]3CC[C@]12C,97,102,96,99,81,nt,91,102
O=C1/C(=C\c2cccs2)SC(=S)N1CCc1ccc(O)cc1,90,nt,32,99,76,81,99,106
COC(=O)[C@@H](NC1CCN(C(=O)OC(C)(C)C)CC1)c1ccccc1,98,100,100,99,81,95,100,96
COC(=O)c1ccc(C(=O)Nc2sc3c(c2C(N)=O)CCCC3)cc1,115,124,106,100,141,87,nt,111
CCCCCCCC/C=C/CCCCCCCC1=NCC[N+]1(CCO)CCO,76,39,31,71,42,46,82,75
CCOC(=O)c1c(NCC(=O)Nc2ccccc2Cl)sc(C(C)=O)c1C,82,98,110,95,105,86,108,97
Cc1onc(-c2c(Cl)cccc2Cl)c1C(=O)Nc1ccccc1CC1c2ccccc2CCN1C (centres undefined),74,72,71,93,84,60,85,87
Cc1cccc(C)c1N1C(c2ccccc2)=NNC12C=CC(=O)c1c(O)cccc12 (centres undefined),91,76,96,54,77,115,62,39
Fc1ccc2nc(Cl)c(Cn3nnc(SCc4ccccc4)n3)cc2c1,89,108,109,99,99,92,95,95
COc1ccc(C(=S)N2CCN(c3cccc(Cl)c3)CC2)cc1OC,105,103,88,61,68,84,68,81
O=c1c2c(nc3cc(-c4ccccc4)[nH]n13)CSC2,96,105,107,103,108,114,112,95
Cc1cccc[n+]1CC(=O)c1ccc(Br)cc1,90,110,112,103,107,96,102,93

# Only CCRF-CEM, for five of the compounds above:
Molecule	CCRF-CEM
Cc1noc(NS(=O)(=O)c2ccc(NC(=S)/N=C/C(C(=O)c3ccccc3)=C(\O)c3ccccc3)cc2)c1C	103
C=C[C@@]1(C)C=C2CC[C@H]3[C@@](C)(CCC[C@]3(C)C=O)[C@@H]2CC1	107
O=C(CSc1nnc(-c2ccc3nc(-c4ccccc4)[nH]c3c2)o1)Nc1ccc(C(=O)/C=C/c2ccc(Cl)cc2)cc1	101
Clc1ccc(C2CCCCC2)cc1	102
O=C1CC2OC3c4ccccc4N4C(=O)COC24C3C1 (centres undefined)	97

# Continued.
SMILES,EKVX,RPMI-8226,CCRF-CEM,M14,MOLT-4,HOP-92,A549/ATCC,HOP-62
CC(C)(C)CC(C)(C)NCC#CCNC(C)(C)CC(C)(C)C,94,72,84,106,100,49,114,85
COc1ccc(-c2cc(-c3cccnc3)nc3sc4c(N)c(C(C)=O)c(-c5ccccc5)nc4c23)cc1OC,87,54,71,104,73,62,69,77
c1cc(NC2CCCCC2)ccc1CN1CCOCC1,nt,95,96,110,98,89,93,106
N#CC1=C(N)Oc2ccc3ccccc3c2C1c1ccc([N+](=O)[O-])cc1 (centres undefined),66,83,64,90,69,121,94,82
C(=Nc1cccc2ccccc12)c1ccc2c(c1)OCO2,105,51,43,112,48,nt,91,102
CCOC(=O)c1nc(Oc2ccc(NC(=O)Nc3ccc(Cl)c(C(F)(F)F)c3)cc2)c2ccccc2n1,107,nt,91,104,96,99,99,110
C[C@H](CCC(=O)O)[C@H]1CC[C@@]2(C)[C@@H]3C(=O)C[C@H]4C(C)(C)[C@@H](O)CC[C@]4(C)[C@H]3C(=O)C[C@]12C,nt,108,99,99,nt,87,97,97
CC1=NN(c2cccc(Cl)c2)C(=O)/C1=C\C=C\c1ccccc1,87,15,2.3*,14,28,101,94,22
CCC(=O)Nc1cccc(Cl)c1,102,nt,nt,103,nt,nt,87,98
CN(C=O)c1ccc(N(C)C=O)cc1,nt,93,nt,107,99,75,108,108
CC(CCBr)CCN1C(=O)c2ccccc2C1=O (centres undefined),95,104,110,96,77,81,97,100
Cc1ccc(C2C3CC4CCCCC4N3[C@@]3(C(=O)Nc4cc(Cl)ccc43)C2C(=O)c2nc3ccccc3[nH]2)cc1 (some centres undefined),27,9.3*,28,28,2.6*,44,31,66
CCOc1ccc(/C=N\Nc2ccc([N+](=O)[O-])cn2)cc1OCC,97,100,92,110,107,nt,99,112
COc1ccccc1NC(=S)/N=C/c1c(O)[nH]c(=O)[nH]c1=O,102,106,106,96,101,121,76,90
O=c1ssc2ccccc12,114,108,125,111,90,nt,99,nt
CCCCCCc1nc2nc(Cl)c(Cl)nc2[nH]1,53,28,48,90,49,-14*,53,88
COc1cccc(N2CC(c3nc4ccccc4n3Cc3ccc(F)cc3)CC2=O)c1 (centres undefined),nt,81,95,105,77,82,84,107
C#CCOc1cccc(-c2nc(N)nc(Nc3ccccc3SSc3ccccc3Nc3nc(N)nc(-c4cccc(OCC#C)c4)n3)n2)c1,37,22,31,67,44,88,-40*,-63*
COc1ccc(/C=C/C(=O)c2ccc(NC(=O)CN3C(=O)NC(C)(c4ccccc4)C3=O)cc2)cc1OC (centres undefined),105,nt,89,105,76,105,93,97
CCCc1[nH]c(-c2cc(N)ccc2Cl)c2c1C(=O)CCCC2,90,90,96,107,89,82,92,95
N#Cc1c2c(nn(-c3ccccc3)c1=O)C(O)=C([N+](=O)[O-])C(c1ccc(Cl)cc1)C2 (centres undefined),84,75,88,93,84,100,97,89
Nc1nc(SCc2ccc(Cl)cc2Cl)cc(SCc2ccc(Cl)cc2Cl)n1,77,nt,86,105,88,107,119,89
CCOC(=O)N1CCN(CCCCl)CC1,98,114,110,101,99,95,95,109
Cc1ccc(C2OCC(C)([N+](=O)[O-])CO2)cc1 (centres undefined),113,nt,95,102,89,70,109,105
COc1cc(C2CC(c3ccccc3)=NN2Cn2nnc3ccccc32)cc(OC)c1OC (centres undefined),67,nt,114,98,104,89,95,104

# Some values from the results shown.
# For M14, N#Cc1c2c(nn(-c3ccccc3)c1=O)C(O)=C([N+](=O)[O-])C(c1ccc(Cl)cc1)C2 (centres undefined) shows 93
# For A549/ATCC, Cc1ccc(C2OCC(C)([N+](=O)[O-])CO2)cc1 (centres undefined) shows 109

# Of the compounds above, five have a nitro group on carbon:
SMILES,EKVX,RPMI-8226,CCRF-CEM,M14,MOLT-4,HOP-92,A549/ATCC,HOP-62
Cc1cc(Cl)ccc1Nc1nc(C(F)(F)F)ccc1C(=O)N/N=C/c1ccc([N+](=O)[O-])cc1,-8.4*,-73*,-13*,27,-5.8*,-32*,-15*,-34*
N#CC1=C(N)Oc2ccc3ccccc3c2C1c1ccc([N+](=O)[O-])cc1 (centres undefined),66,83,64,90,69,121,94,82
CCOc1ccc(/C=N\Nc2ccc([N+](=O)[O-])cn2)cc1OCC,97,100,92,110,107,nt,99,112
N#Cc1c2c(nn(-c3ccccc3)c1=O)C(O)=C([N+](=O)[O-])C(c1ccc(Cl)cc1)C2 (centres undefined),84,75,88,93,84,100,97,89
Cc1ccc(C2OCC(C)([N+](=O)[O-])CO2)cc1 (centres undefined),113,nt,95,102,89,70,109,105

# Carrying on.
SMILES,EKVX,RPMI-8226,CCRF-CEM,M14,MOLT-4,HOP-92,A549/ATCC,HOP-62
CCSc1nc2c([nH]1)c(=O)n(C)c(=S)n2C,96,112,100,109,108,103,107,98
Nc1cn[nH]c(=O)c1Cl,104,96,97,104,103,105,94,105
COc1ccc(NC(=O)c2sc3nc(C)c(C(O)c4ccc(OC)cc4)cc3c2N)cc1 (centres undefined),48,40,22,25,16,58,23,32
CCNC(=O)OCCc1c2ccccc2nc2ccccc12,115,77,74,120,76,13,101,109
Cc1ccc(N=C=S)cc1Cl,89,100,87,101,108,89,100,96
CC(C)(O)C(=O)O,94,103,nt,101,108,92,102,100
N#Cc1cnc2ccc3oc(=O)ccc3c2c1N,102,96,93,107,93,100,98,97
CCOC(=O)c1nc(Nc2ccc(NC(=O)Nc3ccc(F)cc3)cc2)c2ccccc2n1,97,109,109,97,98,106,102,98
CC(=O)O[C@H]1C[C@@]2(C)[C@@H](CC(N)[C@H]3[C@@]4(C)CCC(N)[C@@H](C)[C@@H]4CC[C@@]32C)/C1=C(\CCC=C(C)C)C(=O)O (some centres undefined),101,101,98,104,98,105,107,109
CCc1cccc2c3c(sc12)C(c1ccc(OC)cc1)C(C#N)=C(N)O3 (centres undefined),103,nt,99,100,112,99,102,97
